# High-throughput results from PubChem BioAssay.
# HBB splicing: modulators of hemoglobin beta chain splicing; HBB splicing reporter cell assay, activation; EGFP reporter with mutant IVS2-654 intron; response scale: normalised to 500 nM splice-correcting PNA; Potency, µM (titrated, usually from 46.1 µM), without a hit: at the highest dose activation, actives largely listed as activators; 65,000 tested, 0.06% active; further: potency means the concentration at half of the fitted maximal effect; 0% is about no effect
#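 Compounds were applied for 2 days to HeLa EGFP-654 cells, 500/well in Optimem with 2% FCS. The reporter's EGFP is disrupted by mis-splicing of beta-globin intron IVS2-654. Readout: summed well GFP fluorescence from 488 nm laser scanning; reference was 500 nM antisense […] 654 PNA.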
# UbGFP stabilizer: ubiquitin-GFP accumulation via proteasome inhibition; 67,000 tested, under 10 active; Potency, µM (highest dose often 45.9 µM), for the others: at the top dose activation (GFP accumulation), hits mostly activators; Ubiquitin-GFP reporter cells, proteasome inhibition, GFP fluorescence; response scale: untreated = 0%, 10 µM MG-132 = 100%; active means well fitted activation curve with a large enough effect, not every such curve was filed as active; inconclusive means small, poorly fitted or top-dose-only effect, or another doubt; inactive means no such curve, though single readings can be large or run the other way; further: potency means the concentration at half of the fitted maximal effect
#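 Reporter cells (U2OS, ubiquitin-G76V-GFP fusion) are plated overnight, then treated 4 hr at 37 °C with compound titrations from 46 uM down to 2.9 nM. Activity is scaled against untreated cells and 10 uM MG-132.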
# Epigenetic mod: epigenetic GFP locus derepression in mouse cells | AID 597 | mouse C127i GFP locus derepression, cytometry, 30 h | 68,000 tested, 0.09% active | Potency, µM (titrated, usually from 46.1 µM), inactives show at the top dose GFP derepression (activation); further: % of control where 0% means no effect
#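 Locus derepression in mouse mammary C127i cells whose integrated CMV-GFP reporter is normally silent; GFP expression after 30 h compound treatment was quantified by counting fluorescent cells.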
# Hsp90 Hop PPI: changes Hsp90-Hop TPR2A binding signal, up or down; AlphaScreen TPR2A-His6 binding biotin-Hsp90 C-terminal peptide; Potency, µM (titrated, usually from 57 µM), for inactives: at the top dose activity change, negative = inhibition; 71,000 tested, 0.44% active; AID 595; active means well fitted curve in either direction with a large enough effect; inconclusive means small, poorly fitted or top-dose-only effect, or another doubt; further: potency means the concentration at half of the fitted maximal effect; on the % scale 0 is the no-effect control and ±100 the full control effect; many of its hits are not listed in these tables
# Tau filament bind: binders of human tau filaments | AID 596 | recombinant tau filaments, thioflavin S fluorescence, 15 h; filaments grown with octadecylsulfate alongside compound | P10636 | 71,000 tested, 2% active | Potency, µM (series often up to 57.1 µM), inactives show at the top dose activity change, negative = inhibition;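 further: potency means the concentration at half of the fitted maximal effect; on the % scale 0 is the no-effect control and ±100 the full control effect; actives lower thioflavin S fluorescence by blocking filaments or displacing dye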
# Target sequence (P10636 whole entry, looked up): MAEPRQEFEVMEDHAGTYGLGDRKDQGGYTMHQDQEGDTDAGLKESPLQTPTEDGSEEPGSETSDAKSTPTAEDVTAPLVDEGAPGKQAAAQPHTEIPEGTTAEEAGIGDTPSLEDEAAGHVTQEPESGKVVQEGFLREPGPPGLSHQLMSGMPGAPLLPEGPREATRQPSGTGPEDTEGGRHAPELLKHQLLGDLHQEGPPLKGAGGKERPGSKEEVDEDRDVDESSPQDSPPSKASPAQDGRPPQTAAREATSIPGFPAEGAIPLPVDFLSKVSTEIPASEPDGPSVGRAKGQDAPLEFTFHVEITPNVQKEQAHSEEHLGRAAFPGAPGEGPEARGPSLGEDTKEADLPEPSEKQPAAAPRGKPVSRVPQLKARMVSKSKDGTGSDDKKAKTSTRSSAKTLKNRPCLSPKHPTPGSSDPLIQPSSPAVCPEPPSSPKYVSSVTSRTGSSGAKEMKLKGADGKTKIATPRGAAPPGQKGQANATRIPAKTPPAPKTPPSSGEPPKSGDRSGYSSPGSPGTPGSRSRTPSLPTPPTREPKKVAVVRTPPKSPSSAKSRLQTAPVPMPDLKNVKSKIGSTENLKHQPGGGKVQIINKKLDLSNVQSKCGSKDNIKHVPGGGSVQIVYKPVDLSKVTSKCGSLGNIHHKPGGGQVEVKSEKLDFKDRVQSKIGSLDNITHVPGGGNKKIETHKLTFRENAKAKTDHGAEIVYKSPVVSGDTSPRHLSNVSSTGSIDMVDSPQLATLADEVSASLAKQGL
#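 His-tagged recombinant human tau (exons 2, 3 and 10 included), 1 uM, was induced to fibrillize by 30 uM sodium octadecylsulfate with compound present. After 15 h at 37 C, thioflavine S fluorescence (ex 450, em 510 nm) was read.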
# CRE-bla Fsk: CRE-bla signaling modulation under forskolin stimulation; Potency, µM (top dose mostly 38.2 µM), for the others: at the highest dose activity change, negative = inhibition, actives largely listed as activators; CHO CRE-bla reporter (cAMP response element driving beta-lactamase), forskolin EC10, beta-lactamase ratio; 71,000 tested, 2.5% active; active means well fitted activation curve with a large enough effect in the signal ratio, with a control signal flat, not every such curve was filed as active; inconclusive means small, poorly fitted or top-dose-only effect, or effect the other way, or a change in a side signal; the % refers to the signal ratio; further: potency means the concentration at half of the fitted maximal effect; % of control where 0% means no effect
#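 Cells were plated overnight at 37 °C, exposed to compound titrations plus EC10 NKH 477 for 3 h, then given CCF4 dye for 2 h at room temperature. Blue/green (460/530 nm) ratio was converted to %Activity and AC50 values calculated.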
# HADH2 inhib: HADH2 (human) dehydrogenase inhibition; recombinant HADH2, NADH fluorescence, beta-hydroxybutyryl-CoA; AID 886; 73,000 tested, 3.4% active; Potency, µM (top dose mostly 57.1 µM), for inactives: at the highest dose activity change, negative = inhibition, most hits filed as inhibitors; further: potency means the concentration at half of the fitted maximal effect; on the % scale 0 is the no-effect control and ±100 the full control effect; nearly all actives have a fitted effect of over 60% in size; many of its hits are not listed in these tables
# Target sequence (Q99714 whole entry, looked up, one chain of several): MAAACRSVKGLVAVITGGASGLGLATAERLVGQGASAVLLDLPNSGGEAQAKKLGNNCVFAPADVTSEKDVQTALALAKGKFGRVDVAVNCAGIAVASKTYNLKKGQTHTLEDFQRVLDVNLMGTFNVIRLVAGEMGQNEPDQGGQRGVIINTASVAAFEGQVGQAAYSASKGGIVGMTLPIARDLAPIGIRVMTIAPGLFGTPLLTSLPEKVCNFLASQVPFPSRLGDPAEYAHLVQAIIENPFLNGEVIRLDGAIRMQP
#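 20 nM HADH2 + cpd, 15 min RT; add 1 mM NAD+/90 uM beta-hydroxybutyryl-CoA; kinetic fluorescence 360/450 nm, 4 min. Tris-HCl pH 9.0, 0.01% Tween-20.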
# ERK AVP block: vasopressin-driven ERK pathway inhibition; 72,000 tested, 0.99% active; AID 995; HEK293-V1b, vasopressin-stimulated pERK AlphaScreen; Potency, µM (doses to about 57.5 µM), without a hit: top-dose activity, negative = inhibition, usual class: inhibitors; further: potency means the concentration at half of the fitted maximal effect; on the % scale 0 is the no-effect control and ±100 the full control effect; nearly all actives have a fitted effect of over 55% in size
#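 Phosphorylated ERK1/2 detected via AlphaScreen bead proximity in lysates of V1b-expressing HEK293 cells given 25 nM vasopressin for 5 min after 30 min compound exposure (37 °C). AC50 from Hill equation; basal DMSO 0%, vasopressin 100%.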
# ALOX15 inhib: inhibitors of human 15-lipoxygenase (ALOX15); P16050; purified 15hLO-1, xylenol orange hydroperoxide absorbance; Potency, µM (highest dose often 57.1 µM), for the others: top-dose activity change, negative = inhibition, actives largely listed as inhibitors; 74,000 tested, 1.4% active; further: potency means the concentration at half of the fitted maximal effect; on the % scale 0 is the no-effect control and ±100 the full control effect; nearly all actives have a fitted effect of over 55% in size
#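 40 nM 15hLO-1 + cpd, 15 min RT; start w/ 50 uM AA (final), 6 min RT; stop/detect w/ 200 uM XO + 300 uM Fe(II) in 50 mM H2SO4, 30 min; A573/A405. Buffer 25 mM Hepes pH 7.5, 0.01% Triton X-100. No-enzyme wells as negative control.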
# FLuc inh: firefly luciferase inhibition | P08659 | purified firefly luciferase, luminescence, 8 min | Potency, µM (series often up to 57.1 µM), without a hit: at the top dose activity change, negative = inhibition, most hits filed as inhibitors | 72,000 tested, 2.2% active | AID 411; further: potency means the concentration at half of the fitted maximal effect; on the % scale 0 is the no-effect control and ±100 the full control effect; nearly all actives have a fitted effect of over 40% in size
#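 Here, luciferase activity is measured as luminescence following an 8 min room-temperature reaction at 10 uM ATP, pH 7.2. Every library sample is titrated.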
# DNA Pol III inh: inhibitors of bacterial DNA polymerase III holoenzyme; reconstituted DNA polymerase III holoenzyme replication, biochemical; Potency, µM (series often up to 57.1 µM), without a hit: at the highest dose activity change, negative = inhibition; 71,000 tested, 0.25% active; further: potency means the concentration at half of the fitted maximal effect; on the % scale 0 is the no-effect control and ±100 the full control effect
#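 Reconstituted *E. coli* holoenzyme (0.35 nM Pol III, 1 nM beta, 154 nM SSB, 2 nM primase) was preincubated with compound for 15 min at RT. Synthesis on 1.4 nM ssM13Gori ran 35 min, then was stopped with PicoGreen/EDTA and read as dsDNA fluorescence.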
# The depositor's hits bear a star; i = inactive; u = inconclusive; x = no result given; [ ] = dose if it differs, or a comment. Unless noted, the call rests on the fitted dose curve; in most records, active means well fitted curve in the direction sought with a large enough effect; inconclusive means small, poorly fitted or top-dose-only effect, or another doubt; inactive means no such curve, though single readings can be large; an effect the other way counts as inactive or inconclusive. This is a subset; count on the stated rates, not on these rows.
SMILES,HBB splicing,UbGFP stabilizer,Epigenetic mod,Hsp90 Hop PPI,Tau filament bind,CRE-bla Fsk,HADH2 inhib,ERK AVP block,ALOX15 inhib,FLuc inh,DNA Pol III inh
Cc1cc(C(=O)CN2C(=O)c3ccccc3S2(=O)=O)c(C)n1-c1ccccc1,-0.5%[57.5 µM],3%,4%,-8%,-8%,20%,1%,1%,-5%,7.9µM*,5%
Oc1c(C(c2ccccc2)N2CCc3ccccc3C2)sc2ncnn12 (centres undefined),-1.0%,-2%,x,-6%,11%,u,4%,x,3%,0%,-13%
COC(=O)NC1(C(F)(F)F)NC(=O)N(C2CCCCC2)C1=O (centres undefined),-1.4%,4%,3%,-3%,-1%,-8%,3%,-12%,7%,-1%,-2%
O=S1(=O)N=C(N2CCc3ccccc3C2)c2ccccc21,-0.5%[57.5 µM],0%,-3%,-2%,4%,u,-2%,-2%,5%,-1%,6%
O=C(CNC(=O)c1ccco1)OC(C(=O)c1ccccc1)c1ccccc1 (centres undefined),0.4%,-1%,-1%,-3%,-4%,-12%,-5%,-2%,-3%,6%,-4%
Cn1c(=O)oc2cc(S(=O)(=O)N3CCN(c4cccc(Cl)c4)CC3)ccc21,-0.4%[57.5 µM],-4%,4%,0%,21%,-12%,27%,35%[activator],-1%,2%,-2%
O=c1c(-c2ccc(F)cc2)nc2cnc(Nc3ccccc3)nc2n1C[C@H]1CCCO1,0.3%,-6%,0%[9.22 µM],-5%,13%,0.25µM*,-9%,8%,-6%,0%[11.4 µM],-13%
O=C(Oc1cccc(N2C(=O)CCC2=O)c1)C1CC(=O)N(c2ccc(Br)cc2)C1 (centres undefined),6.5%,-1%,0%,-4%,-4%,-9%,-21%,30%,5%,3%,-6%
CCc1ccc(Nc2cc(C)nc3nc(C)nn23)cc1,-0.5%,15%,0%,-4%,4%,u,-4%,5%,0%,-1%,0%
COc1cccc(NC(=O)C2CC(=O)N=C(N)S2)c1 (centres undefined),-0.5%,6%,3%,-6%,-8%,-5%,-3%,-5%,1%,0%,-3%
C=CCOC(=O)C1=C(C)NC(SCC(=O)NC(=O)OCC)=C(C#N)C1c1cccnc1 (centres undefined),-3.0%[57.5 µM],2%,3%,0%,14%,u,387%[activator],-11%,-23%,3%,-7%
O=C(CCS(=O)(=O)Cc1ccccc1)NCc1ccco1,0.0%,-7%,-2%,-1%,8%,-8%,5%,5%,10%,0%,1%
COCCNc1nc(-c2ccccc2C(F)(F)F)nc2ccccc12,-0.7%,-2%,2%[9.22 µM],2%,0%,3%,10%,7%,5%,1%[2.29 µM],-2%
COc1cccc(-c2nnc(SCC(=O)N(C(C)C)C(C)C)o2)c1,x,3%,1%,1%,3%,0%,8%,10%,-1%,1%,-2%
COC(=O)c1cc(NC(=O)CC2SCCNC2=O)cc(C(=O)OC)c1 (centres undefined),0.8%,6%,-3%,-5%,0%,2%,10%,-28%,3%,1%,-6%
O=C(O[C@@H](C(=O)O)[C@@H](OC(=O)c1ccccc1)C(=O)O)c1ccccc1,-0.1%,x,x,-4%,5%,-17%,-2%,9%,-15%,x,-4%
COc1cccc(NC(=O)C2C3CC4OC(=O)C2C4C3)c1 (centres undefined),-0.7%,5%,0%,-2%,-6%,-1%,-18%,-7%,9%,0%,-4%
COc1ccc(C2C=C(c3ccccc3)Nc3nc(CCCO)nn32)cc1 (centres undefined),0.0%,-8%,-1%,-4%,i,u,u,0%,-8%,1%,2%
CC(C)CCOCC(=O)Nc1cccc(C(=O)O)c1,2.9%,6%,0%,1%,7%,u,7%,11%,-5%,-27%,-6%
CCCC(=O)Nc1nc(C(=O)OCC)cs1,0.3%[57.5 µM],5%,-2%,-1%,1%,u,-2%,0%,-3%,-2%,-4%
O=C(COc1ccc(-n2cnnn2)cc1)N1CCN(c2ccc(F)cc2)CC1,-3.7%,-2%,1%,-20%,-16%,-5%,2%,u,-29%,-1%,-8%
COCCCNC(=O)C1CC(=O)N(C2CCCC2)C1 (centres undefined),-1.2%,-3%,12%,0%,0%,-25%,-4%,4%,4%,-1%,4%
O=c1c2c3c(sc2nc2sc(C4CC4)nn12)CCCC3,-1.1%,5%,1%,0%,14%,u,-2%,0%,-1%,-9%,1%
CC1(C(=O)O)CCC(C(=O)Nc2ccccc2)C1(C)C (centres undefined),-0.8%,-5%,0%,-3%,2%,-8%,-8%,-11%,-2%,1%,-4%
O=C(N/N=C1/C[C@@H](O)[C@@H](O)[C@@H]2[C@@H]3C(=O)N(c4cccc(Oc5ccccc5)c4)C(=O)[C@H]3CC[C@@H]12)OCc1ccccc1,2.8%[9.22 µM],x,x,x,x,x,3%[11.4 µM],27%[11.5 µM],-2%[11.4 µM],1%[11.4 µM],x
O=C1CC(Sc2nnnn2C2CCCCC2)C(=O)N1c1ccccc1 (centres undefined),-0.1%,-10%,-9%,-3%,4%,u,-2%,-19%,-4%,16µM*,0%
Cn1nnnc1SCC(=O)Nc1ccccc1Cl,-3.6%,-3%,-1%,-3%,-1%,-3%,2%,-18%,11%,1%,-4%
O=C1C2C3C=CC(C3)C2C(=O)N1c1cccc2cccnc12 (centres undefined),1.2%[0.0738 µM],5%[9.17 µM],0%,-2%[11 µM],-7%[11.4 µM],u,17%[11.4 µM],-23%,0%[11.4 µM],1%,0%[11.4 µM]
Cn1nnnc1SCC(=O)N1c2ccccc2Sc2ccc(Cl)cc21,-1.0%,-11%,1%,-5%,-23%,u,1%,-10%,6%,1%,3%
Cc1ccc(S(=O)(=O)N2CCN(C(=O)c3cccc(F)c3)CC2)cc1,0.4%,-1%,-5%,-1%,10%,1%,12%,20%,-2%,1%,-2%
CCOC(=O)N1CCN(C2CC(=O)N(c3ccc(C)cc3)C2=O)CC1 (centres undefined),0.6%,0%,0%,-6%,-3%,-2%,-3%,-6%,-3%,3%,-4%
Nc1nc(SCC(=O)NCc2ccccc2)n[nH]1,-0.2%,-2%,1%,1%,13%,u,1%,-12%,9%,0%,2%
CN(C)CCCCl,0.3%,x,x,-3%,2%,1%,-2%,6%,-9%,x,-1%
C/C(=C1/SC(N2CCOCC2)=NC1=O)c1ccc(Cl)cc1,1.8%[0.369 µM],x,-2%,1%,2%,-12%,10%,-4%,11%,0%,-7%
Cn1cc(/C=N/n2cnc3scc(-c4ccc(Cl)cc4)c3c2=O)c2ccccc21,7.9%[0.369 µM],-4%,8%,-7%,26%,1µM*,-25%,5%,-2%,2%,2%
COc1c(Cl)cc(-c2noc(C)c2C(=O)NCc2ccc3c(c2)OCO3)cc1Cl,0.9%,-3%,-8%,-1%,153%,26%,5%,-15%,-7%,3%,0%
Nc1cc(N)nc(SCC(=O)Nc2ccc(Br)cc2Cl)n1,0.3%,2%,4%,-5%,-7%,14%,4%,-29%,-2%,1%,-10%
O=C(c1ccco1)N1CCN(C(=O)c2cc(-c3ccccn3)nc3ccc(Cl)cc23)CC1,-0.5%,-2%,2%,-28%,10µM*,-9%,u,-27%,u,-11%,-4%
COc1cc(C(=O)Nc2nc3ccc(S(=O)(=O)N4CCOCC4)cc3s2)cc(OC)c1OC,-2.4%,0%,2%,-8%,13%,u,-23%,u,-11%,0%,-5%
Cc1ccc(-n2nnc3c(=O)oc4ccccc4c32)cc1,1.0%,-2%,25%,-2%,37%,4%,-3%,8%,-2%,2%,-6%
COc1cccc(-c2nnc(NC(=O)Cc3cccs3)s2)c1,2.8%,7%,0%,-7%,25%,-1%,-14%,-7%,-6%,1%,-4%
